High-throughput results as filed in PubChem BioAssay.
E coli growth: bacterial growth inhibition, counter-screen for AddAB inhibitors. E. coli V3065 growth, OD600 absorbance, 18 h. AID 449728. actives 0.27% (n = 330,000). inhibition, % at 11.9 µM;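 active = inhibition above the campaign's mean inhibition across all tested compounds plus 3 SD, cut at about 9.9% in these data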;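 note: uninfected addAB+ strain grown without phage in ampicillin broth; 0% = DMSO wells and 100% = ciprofloxacin 0.95 µg/ml wells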
PfHsp90 set2: inhibits growth of yeast expressing Plasmodium falciparum Hsp90 | inhibition, % at 9.4 µM | actives 0.32% (n = 310,000) | S. cerevisiae expressing PfHsp90, BacTiter-Glo ATP, 48 h; yeast lacking PDR1 and PDR3 efflux regulators | AID 504621;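 active = every replicate shows inhibition above about 80%, whatever the replicate mean, limit read from the data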;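 note: 0% = DMSO neutral controls and 100% = 20 µM radicicol positive controls; yeast relying on Plasmodium falciparum Hsp90 in place of its own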
phage Ecoli inh: E. coli growth loss with phage present. actives 0.26% (n = 360,000). growth absorbance. AID 651602. inhibition, % at 11.9 µM; in the data active = inhibition above about 11%
PKA-R1A activ: PKA-R1A complex activation | PKA-R1A dissociation, Cy5-IP20 fluorescence polarization; scaled: DMSO 0%, 113 µM cGMP 100% | activation, % at 11.4 µM | actives 0.083% (n = 340,000) | AID 504707;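 active = percent activation above the mean of all tested compounds plus 3 SD, cut at about 19% in these data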;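 note: higher means more PKAc released from R1A so a rise in polarization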
Arr AP2 block: human beta-arrestin and AP2 interaction inhibition. FITC-arrestin peptide / GST-AP2 beads, flow cytometry; AP2 beta2 appendage carries R879A mutation. actives 0.31% (n = 340,000). inhibition, % at 10 µM. AID 504490;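 active = inhibition above a set limit, near 3 SD of compounds lacking own fluorescence, cut at about 54% in these data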;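 note: plate controls were DMSO wells for no effect and 5 µM unlabelled arrestin peptide for full effect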
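Material – GST-tagged AP2 beta2-adaptin appendage (R879A) on 4 µm glutathione beads · Probe or stimulus – fluorescein-tagged arrestin peptide at 50 nM final · Timing – 12 min plus 1 h, RT · Detection – bead flow cytometry, FITC channel · Read-out basis – inhibition as reduced fluorescein signal on beads, percent · Medium – PBS plus Tween 20 (0.05%) and BSA (0.1%)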
AddAB inh: less growth of phage-infected E. coli with AddAB; E. coli expressing H. pylori AddAB, absorbance growth; AID 435030; inhibition, % at 11.9 µM; actives 0.29% (n = 330,000); in the data active = inhibition above about 12%;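 note: 0% = vehicle wells of infected cells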
MOR-DOR inv ag: inverse agonist of human OPRM1-OPRD1 heterodimerization | cell-based MOR-DOR heterodimer luminescence, inverse agonism | inhibition, % at 9.3 µM | P35372+P41143 | actives 0.21% (n = 340,000); in the data active = inhibition above about 22%, passing the limit was not always enough;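 note: 0% = cells with DMSO and 100% = wells without cells with DMSO; values of inactives mirror those of a sister screen read the other way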
Target sequence (P35372 whole entry, looked up): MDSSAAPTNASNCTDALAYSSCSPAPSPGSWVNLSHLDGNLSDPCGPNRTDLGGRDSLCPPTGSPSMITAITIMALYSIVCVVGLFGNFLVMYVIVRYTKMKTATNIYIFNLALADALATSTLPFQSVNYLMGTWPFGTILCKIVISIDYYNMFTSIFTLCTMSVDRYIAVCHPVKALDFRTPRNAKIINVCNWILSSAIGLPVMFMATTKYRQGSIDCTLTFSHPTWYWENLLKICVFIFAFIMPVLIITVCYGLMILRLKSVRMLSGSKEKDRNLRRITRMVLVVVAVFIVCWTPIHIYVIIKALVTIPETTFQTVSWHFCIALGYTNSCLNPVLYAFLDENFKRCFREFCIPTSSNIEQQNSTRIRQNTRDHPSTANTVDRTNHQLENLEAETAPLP
Target sequence (P41143 whole entry, looked up): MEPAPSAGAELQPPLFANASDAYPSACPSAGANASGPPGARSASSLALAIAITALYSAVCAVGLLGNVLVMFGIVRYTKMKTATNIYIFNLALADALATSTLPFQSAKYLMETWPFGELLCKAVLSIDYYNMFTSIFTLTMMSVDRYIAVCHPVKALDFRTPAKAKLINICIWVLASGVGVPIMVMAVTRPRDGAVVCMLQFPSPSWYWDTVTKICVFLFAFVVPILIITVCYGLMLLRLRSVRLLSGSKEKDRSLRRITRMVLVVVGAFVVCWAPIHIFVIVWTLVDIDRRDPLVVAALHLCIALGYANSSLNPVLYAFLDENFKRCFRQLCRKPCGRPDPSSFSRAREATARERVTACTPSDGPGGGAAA
OPRM1-OPRD1 ag: agonists of human mu-delta opioid receptor heterodimerization | cells, OPRM1-OPRD1 heterodimerization, luminescence | P35372+P41143 | activation, % at 9.3 µM | actives 0.3% (n = 340,000) | AID 504326; in the data active = activation above about 18%;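 note: 0% = vehicle-treated cells and 100% = reference agonist; values of inactives mirror those of a sister screen read the other way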
Mot1-301 SUMO: inhibitors of SUMOylation pathway: yeast Mot1-301 growth rescue | AID 2716 | growth rescue, % at 18.8 µM | S. cerevisiae Mot1-301 growth rescue, ATP luminescence, 38.5C; percent above DMSO median, 100 means doubled | actives 1% (n = 320,000);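 active = every valid replicate shows activation above 250% relative to neutral control wells; inactive = the rest, any valid replicate at or below 250%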;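 note: OY570 slx delta 5 strain wells were the positive control but not used for scaling; some compounds called inactive have numbers as strong as hits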
Tat export inh: inhibitors of E. coli Tat protein transport; E. coli MC4100 TorA-mCherry Tat export, fluorescence; inhibition, % at 10 µM; actives 0.036% (n = 340,000); AID 488895;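 active = mean replicate inhibition at least 50% and at least half of replicates individually reaching 50%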;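 note: exported cargo escapes ClpAP degradation while cytoplasmic cargo is degraded and loses fluorescence; 0% = median of neutral control wells and 100% = median of NaSCN control wells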
Pemphigus Ab inh: blocks pemphigus antibody binding to human desmoglein-3 | P32926 | DSG3-coupled beads, scFv-anti-DSG3-GFP binding, flow cytometry; hits give low values | binding (percent of control), % at 10 µM | actives 0.48% (n = 310,000) | AID 588358;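 active = binding more than 3 SD below its plate's average and above zero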;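 note: hits lower antibody fragment binding to DSG3; some compounds called inactive have numbers as strong as hits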
* marks the source's active call; other numbers are inactive results; . = not tested or not shown.

SMILES	E coli growth	PfHsp90 set2	phage Ecoli inh	PKA-R1A activ	Arr AP2 block	AddAB inh	MOR-DOR inv ag	OPRM1-OPRD1 ag	Mot1-301 SUMO	Tat export inh	Pemphigus Ab inh
CC(C)n1c(SC2CCOC2=O)nc2ccccc21 (stereo not drawn)	-1.2	-13	3.8	3	-1	1.3	9	-1.5	-18	1	93
CCc1nc(OCc2ccco2)c2sc3nc4c(cc3c2n1)COC(C)(C)C4	-4.3	8	0.9	-9	1	1.6	1	-0.2	9	1	.
O=C(Nc1ccccc1N1CCCCC1)C1CCN(C(=O)c2ccc(Cl)cc2)CC1	-0.2	31	3.2	-10	0	0.2	2	-0.5	-3	20	107
O=C(NNC(=O)c1cccs1)c1ccncc1	0.2	11	2.5	-7	42	-1.1	10	-1.8	-13	-7	96
OC[C@@H]1[C@@H](c2ccc(Cl)cc2)C(c2ccc(F)cc2)=NN1c1ccccc1	0.4	-98	3.0	3	-8	0.7	-20	4.1	.	12	107
Cc1cc(S(=O)(=O)NCCc2ccccc2)ccc1-n1cnnn1	1.3	3	0.7	2	23	3.3	0	0.1	-15	-17	102
CN(Cc1ccsc1)C(=O)Cn1cc(Br)ccc1=O	-1.0	-2	0.1	-14	0	2.2	17	-3.0	4	2	89
Cc1cccc(-c2noc(CCC(=O)NCCc3ccccc3)n2)c1	0.6	-11	5.1	-8	12	-1.0	2	-0.5	-7	6	102
COc1cccc(C(=O)C2CCCN(Cc3cn(C)nc3-c3ccccc3)C2)c1 (stereo not drawn)	2.3	-1	3.5	-2	0	0.8	13	-2.6	4	-8	87
CC1CCC2(CC1)NC(=O)N(CC(=O)c1cccn1C)C2=O (stereo not drawn)	-2.6	-12	1.4	-9	16	0.8	-12	2.0	159	-5	103
COc1ccc(-c2sc3cc4c(cc3c2C#CCO)OCO4)cc1	-0.1	-7	0.9	-10	13	0.2	-34	6.2	19	-2	100
CC(C)(C)C(=O)NC(=S)Nc1ccccc1C(=O)Nc1ccccc1	-2.1	-14	2.5	-3	-8	1.1	10	-1.8	0	3	85
Cc1cccc(C)c1N1CCN(CCn2c(=S)[nH]c3ccccc3c2=O)CC1	.	-1	-3.3	3	0	.	5	-1.1	-4	2	114
CC12CCC(C(=O)Nc3nccs3)(OC1=O)C2(C)C (stereo not drawn)	0.6	.	2.8	-3	0	1.5	3	-0.5	15	-5	.
CCCc1c2ccccc2nc2ccccc12	-0.1	-16	1.5	2	-7	-0.3	-7	1.2	-31	1	99
O=C(NC1CCS(=O)(=O)C1)C1CCCN(S(=O)(=O)c2ccc(Cl)cc2)C1 (stereo not drawn)	1.4	11	0.1	1	5	4.5	14	-2.8	5	-8	.
CCOC(=O)/C=C1/SCC(=O)N1CC(=O)Nc1ccccc1OC(F)F	.	-19	1.0	-10	-3	.	14	-2.7	.	-1	123
CC(C)(C)c1ccc(OCCNC(=S)NC(=O)c2cccnc2)cc1	-1.4	-1	2.0	4	-11	2.0	1	-0.1	-1	-1	105
COc1cc(-c2c(C#N)c(=O)[nH]c3c2c(C)nn3-c2ccccc2)ccc1O	-0.4	-2	2.0	-7	18	-0.5	10	-2.0	284	4	112
S=C(NCCc1ccccc1)Nc1ncccn1	.	1	4.1	1	17	.	5	-1.0	.	-3	136
C=CCN(c1ccc(C(=O)N2CCN(c3ccc(F)cc3)CC2)cc1)S(C)(=O)=O	0.9	10	1.1	-4	18	1.1	11	-2.7	-20	-19	.
CCCCNC(=O)CN1C(=O)COc2ccc(S(=O)(=O)N3CCCCCC3)cc21	3.5	9	2.5	-3	30	3.9	3	-0.7	81	-7	.
COc1ccc(Cn2nnnc2CN2CCc3ccccc32)cc1	-1.2	0	1.9	-5	16	0.3	9	-1.5	4	5	100
CCOCC(=O)NC1CCc2cc(OC(=O)COCC)c(OC)c(OC)c2-c2ccc(SC)c(=O)cc21 (stereo not drawn)	.	37	0.4	5	-12	.	10	-2.0	.	-2	94
COc1ccc(C2NC(=O)c3n[nH]c(C)c32)c(OC)c1 (stereo not drawn)	1.5	25	1.6	-3	1	-0.3	6	-1.2	-2	-8	97

The list continues:
SMILES	E coli growth	PfHsp90 set2	phage Ecoli inh	PKA-R1A activ	Arr AP2 block	AddAB inh	MOR-DOR inv ag	OPRM1-OPRD1 ag	Mot1-301 SUMO	Tat export inh	Pemphigus Ab inh
Cc1cccc(NS(=O)(=O)c2ccc(C(=O)NCC(c3ccccc3)N(C)C)cc2)c1C (stereo not drawn)	.	-4	3.5	5	12	.	-14	2.5	1	5	102
COc1cccc(C(=O)N(Cc2ccco2)c2c(N)n(Cc3ccccc3)c(=O)[nH]c2=O)c1	-0.2	4	1.6	-5	23	-0.6	15	-3.9	2	0	96
CC1(c2ccc(OCC(N)=O)cc2)NC(=O)NC1=O (stereo not drawn)	0.4	-6	-0.5	12	23	1.4	6	-0.9	224	-1	.
O=C(NCc1ccccc1)C1(c2ccccc2)CCN(S(=O)(=O)c2ccccc2)CC1	-1.3	-20	0.2	-9	2	-0.8	2	-0.3	-3	11	99
COc1cc(/C=C(/C#N)C(=O)Nc2ccccc2)c(Br)cc1OCc1ccc(C(=O)O)cc1	0.7	-32	-0.7	-7	-10	4.2	3	-0.6	4	11	94
O=C(NCC1CCCO1)c1cncc(Br)c1 (stereo not drawn)	0.2	-11	3.8	8	-2	-0.5	6	-1.1	.	-11	99
O=C(NCCN1CCOCC1)/C(=C/c1ccc(Cl)cc1)NC(=O)c1ccccc1	-1.1	13	3.0	0	-4	0.6	12	-2.3	36	-3	101
CCOc1ccc(NC(=O)C2CCCN2C(=O)Oc2ccccc2)cc1 (stereo not drawn)	-2.1	-10	2.3	-7	-25	1.5	9	-1.7	13	-3	105
CN(CCO)c1cc(N2CCC3(CC2)OCCO3)c2nonc2c1[N+](=O)[O-]	0.9	-6	3.9	-7	4	5.6	26	-5.5	19	3	109
CCC(Sc1nc(N)c(NC(=O)c2ccc(Br)o2)c(=O)[nH]1)C(=O)O (stereo not drawn)	0.4	-16	0.2	0	1	-1.0	14	-2.8	-9	1	101
Cc1nc2ccccc2nc(=O)c1NNc1ccc([N+](=O)[O-])cc1	-0.4	-29	4.6	-2	53	0.5	-4	0.7	18	-2	101
Cc1nc(C/C(=N\N)c2ccc(O)cc2O)cs1	0.8	3	4.3	-5	-12	2.4	-8	1.7	-11	12	107
CC(C)Oc1ccc(C2CC(=O)N(c3ccc(C(=O)O)cc3)C2=O)cc1 (stereo not drawn)	-2.6	-8	1.4	4	2	8.4	19	-3.3	-2	-4	104
Cc1cc(Nc2ccc(Br)cc2)nc2ccccc12	-0.9	-10	3.1	-2	35	-0.6	-19	3.8	27	-3	105
COc1cccc2sc3ccc(C#CC4(N)CCCCC4)cc3c(=O)c12	-0.9	-11	-1.1	7	0	-0.5	-34	5.8	-27	-4	106
N#Cc1c(-c2ccccc2)cc(-c2ccc(O)cc2)nc1N	-2.1	-36	4.1	-17	32	1.6	2	-0.5	5	12	101
Cc1ccc(NC(=O)COC(=O)CCn2c(C)csc2=O)c([N+](=O)[O-])c1	-1.4	-28	2.2	6	-8	-0.7	13	-2.5	3	-1	102
NC(=O)CN1CCN(S(=O)(=O)c2ccc(Br)cc2)CC1	0.1	1	1.8	-1	-8	0.7	12	-2.5	-5	4	106
COc1ccc(OCC(=O)Nc2ccccc2C(=O)NC(C)C)cc1	-0.8	-9	1.9	-10	-4	0.0	4	-0.6	-3	-1	103
O=C1c2cccc3cccc(c23)C(=O)N1Cc1ccccc1	-0.8	-4	2.5	-7	-31	3.8	2	-0.4	-6	-10	105
Cc1cccc(NC(=O)C(c2ccccc2Cl)N2CCOCC2)c1 (stereo not drawn)	2.3	-6	1.8	0	38	2.7	8	-1.6	-3	-1	101
C=CCc1cccc(CNc2nc3ccccc3n2C)c1O	2.8	-9	4.3	-9	-14	4.2	-3	0.6	9	4	109
O=C1NC(=O)/C(=C\c2ccc(Cl)nc2)S1	-0.6	-56	4.2	-3	-2	0.6	6	-0.9	-5	7	110
O=C(CCCCCNC(=O)N1CCn2c1nc1ccccc12)NCc1ccc(F)cc1	-0.4	24	0.8	3	41	0.3	.	.	45	-6	.
CC1=NN(c2nc(-c3ccc(F)cc3)cs2)C(=O)C1	-0.3	-13	.	-6	-3	1.5	16	-3.0	16	-4	100
COc1ccc(CNC(=O)COC(=O)CO/N=C(\C)c2ccc3c(c2)OCO3)cc1	1.1	.	4.4	-2	-17	-1.4	-3	0.6	-8	1	108
CCCN1CCN(c2ncnc3scc(C4COc5ccccc5O4)c23)CC1 (stereo not drawn)	-1.9	-11	5.7	-8	1	5.2	19	-4.0	-1	3	94
Cc1ccc(CNC(=O)C2CC(c3ccc([N+](=O)[O-])cc3)=NO2)cc1 (stereo not drawn)	-0.8	.	2.2	17	-4	-1.6	12	-2.1	20	-10	103
CCCc1cnc(NCCNCC(O)COc2ccc(Cl)c(Cl)c2)nc1 (stereo not drawn)	-1.8	12	5.5	0	32	3.9	-28	5.4	10	-1	110

Shown with each value named: part of the list above
Cc1cc(Nc2ccc(Br)cc2)nc2ccccc12
  E coli growth: -0.9
  PfHsp90 set2: -10
  phage Ecoli inh: 3.1
  PKA-R1A activ: -2
  Arr AP2 block: 35
  AddAB inh: -0.6
  MOR-DOR inv ag: -19
  OPRM1-OPRD1 ag: 3.8
  Mot1-301 SUMO: 27
  Tat export inh: -3
  Pemphigus Ab inh: 105
COc1cccc2sc3ccc(C#CC4(N)CCCCC4)cc3c(=O)c12
  E coli growth: -0.9
  PfHsp90 set2: -11
  phage Ecoli inh: -1.1
  PKA-R1A activ: 7
  Arr AP2 block: 0
  AddAB inh: -0.5
  MOR-DOR inv ag: -34
  OPRM1-OPRD1 ag: 5.8
  Mot1-301 SUMO: -27
  Tat export inh: -4
  Pemphigus Ab inh: 106
N#Cc1c(-c2ccccc2)cc(-c2ccc(O)cc2)nc1N
  E coli growth: -2.1
  PfHsp90 set2: -36
  phage Ecoli inh: 4.1
  PKA-R1A activ: -17
  Arr AP2 block: 32
  AddAB inh: 1.6
  MOR-DOR inv ag: 2
  OPRM1-OPRD1 ag: -0.5
  Mot1-301 SUMO: 5
  Tat export inh: 12
  Pemphigus Ab inh: 101
Cc1ccc(NC(=O)COC(=O)CCn2c(C)csc2=O)c([N+](=O)[O-])c1
  E coli growth: -1.4
  PfHsp90 set2: -28
  phage Ecoli inh: 2.2
  PKA-R1A activ: 6
  Arr AP2 block: -8
  AddAB inh: -0.7
  MOR-DOR inv ag: 13
  OPRM1-OPRD1 ag: -2.5
  Mot1-301 SUMO: 3
  Tat export inh: -1
  Pemphigus Ab inh: 102
